PAX8 inh HTS: PAX8 transcriptional activity inhibition; RMG-I TPO-luciferase reporter, SteadyGlo, 24 h; inhibition, % at 12.6 µM; actives 1.2% (n = 360,000); AID 652154;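 active means mean replicate inhibition at least 60% with every replicate also reaching 60%; inconclusive means only one of the two criteria is met; inactive means mean below 60% and not all replicates reaching 60%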;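 further: luciferase light reporting Pax8 driven TPO promoter activity; plate controls were median of neutral control wells for no effect and mitoxantrone controls for full effect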
CASP6 VEID inh: inhibitors of human caspase-6; inhibition, % at 12.5 µM; P55212; AID 686996; actives 0.53% (n = 350,000); purified caspase-6, Z-VEID-R110 cleavage fluorescence;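 active means mean inhibition across replicates at least about 35%, with every replicate also reaching that limit, limit read from the data; inconclusive means only one of the two criteria met; inactive means neither criterion met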;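 further: 0% = median of neutral control wells and 100% = no fluorescence left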
Target sequence (P55212 24-179 limits assumed): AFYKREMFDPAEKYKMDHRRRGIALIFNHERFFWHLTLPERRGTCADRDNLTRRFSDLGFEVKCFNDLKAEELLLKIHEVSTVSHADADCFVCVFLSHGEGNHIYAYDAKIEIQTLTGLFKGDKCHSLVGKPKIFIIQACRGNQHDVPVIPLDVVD
Target sequence (P55212 194-293 limits assumed): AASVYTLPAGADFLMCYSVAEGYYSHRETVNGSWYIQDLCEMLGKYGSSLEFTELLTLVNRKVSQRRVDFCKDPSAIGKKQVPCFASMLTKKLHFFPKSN
LGR2 antag: Drosophila LGR2 receptor signaling inhibition; HEK293 LGR2, CRE-luciferase, bursicon-stimulated, 4 h; inhibition, % at 9.99 µM; actives 0.35% (n = 380,000); AID 720647;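 active means drop in luminescence signal, shown as inhibition above about 50% in the replicate tests, limit read from the data, passing the limit was not always enough; inconclusive means probably only some replicates passing the limit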;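 further: agonist challenge used bursicon conditioned medium at about half maximal strength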
miR122 inh: miR-122 inhibition in Huh7 cells; actives 0.3% (n = 340,000); AID 602342; Huh7 miR-122 Renilla luciferase sensor, 48 h; neutral wells = 0, positive control = 100; activation (reporter increase), % at 12.5 µM;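 active means mean replicate activation score at least 90 and every replicate individually at or above 90; inconclusive means only one of the two criteria met; inactive means neither criterion met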;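 further: higher luciferase means less miR-122 activity so hits act as miR-122 inhibitors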
PGC1a acetyl inh: lowers PGC1a acetylation signal in U2OS cells | actives 0.17% (n = 350,000) | inhibition, % at 15.6 µM | AlphaScreen anti-acetyl-lysine; with virally co-expressed GCN5 acetyltransferase;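 active means every replicate shows inhibition of at least 40%; inconclusive means mean inhibition at least 40% but some replicate below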;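 further: 0% = neutral control wells and 100% = positive control wells; some results beyond the cut were filed as inactive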
Cneo AK release: causes C. neoformans cell lysis; adenylate kinase release luminescence, 4 h; normalised: neutral wells 0, clomiphene wells 100; actives 0.2% (n = 360,000); AID 651654; lysis activity, % at 15 µM;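 active means mean lysis activity across replicates of at least 80%, whatever share of replicates individually reach that level; inactive means mean lysis activity below 80%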
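Signal: Adenylate kinase release luminescence | Assay system: Log-phase Cryptococcus neoformans yeast cells | Input: Cells at 5 × 10^6 per mL | Buffer or medium: Fresh YPD growth medium | Compound: Single dose | Schedule: Static 4 h at 37 °C with compound, 1 h detection | Controls: Clomiphene | Read-out: Luminescence rise reflecting yeast cell lysis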
FN deposit inh: fibronectin deposition inhibition | AH1F fibroblasts, Alexa488-fibronectin deposition fluorescence, overnight | inhibition, % at 12.6 µM | actives 0.086% (n = 350,000);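 active means mean inhibition across replicates of 30% or more, regardless of how many single replicates reach that level; inconclusive means mean under 30% yet at least half of replicates reach 30%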;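 further: positive control wells lacked labelled fibronectin entirely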
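Assay system: AH1F fibroblasts / Quantity: 10000 cells per well / Medium: DMEM plus 2% serum, read in PBS / Reagent: labelled fibronectin 24 nM / Dosing: single dose, pinned / Times: 1 h cell attachment, overnight exposure to compound and label / Signal: fluorescence, ex 485 nm, em 525 nm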
EWS-Fli block: blocks EWS/Fli oncoprotein-driven transcription | A673 NR0B1-luciferase reporter, viability-normalised | inhibition, % at 12.6 µM | actives 0.67% (n = 350,000);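 active means mean inhibition of at least 50% after viability correction, with every replicate also passing that limit; inconclusive means mean reaches 50% but only one of two replicates passes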;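 further: firefly luciferase signal divided by Alamar Blue viability fluorescence both relative to DMSO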
Starred values were filed as active, the others as inactive; ? = inconclusive; nt = no result given; [ ] = dose if it differs, or a comment.

A first look (2 entries):
1) Cc1ccc(S(=O)(=O)N2CCN(C(=O)COC(=O)/C=C/c3cccc([N+](=O)[O-])c3)CC2)c(C)c1
2) N#CCCN1CCN(C(=O)c2c(N)no[n+]2[O-])CC1
Screen / compound no.,1,2
PAX8 inh HTS,-1,11
CASP6 VEID inh,-1,-3
LGR2 antag,4,4
miR122 inh,-6,nt
PGC1a acetyl inh,7,1
Cneo AK release,0,nt
FN deposit inh,4,-1
EWS-Fli block,1,3

The whole of this part, from the first entry:
1) Cc1ccc(S(=O)(=O)N2CCN(C(=O)COC(=O)/C=C/c3cccc([N+](=O)[O-])c3)CC2)c(C)c1
2) N#CCCN1CCN(C(=O)c2c(N)no[n+]2[O-])CC1
3) CCCCn1c(SCC(=O)N2CCOCC2)nc2c1c(=O)n(C)c(=O)n2C
4) Cn1/c(=N\NC(=O)C2CCCCC2)sc2ccccc21
5) O=C(N[C@@H](Cc1ccccc1)C(=O)N1CCC2(CC1)NCCc1[nH]cnc12)c1cccc(Br)c1
6) COc1ccc(C(=O)/C=C(\N)C(F)(F)F)c(O)c1
7) C=CCc1cccc(CNc2ccc(S(=O)(=O)Nc3nccnc3OC)cc2)c1O
8) Cc1nccn1CC(O)COc1ccc([N+](=O)[O-])cc1 (centres undefined)
Screen / compound no.,1,2,3,4,5,6,7,8
PAX8 inh HTS,-1,11,0,-75,2,nt,10,8
CASP6 VEID inh,-1,-3,-1,3,-7,nt,5,-21
LGR2 antag,4,4,14,-30,-2,13,4,6
miR122 inh,-6,nt,9,nt,-1,6,5,11
PGC1a acetyl inh,7,1,-31,-3,7,-1,11,-3
Cneo AK release,0,nt,0,nt,-1,4,-1,-2
FN deposit inh,4,-1,3,-4,3,-5,-1,6
EWS-Fli block,1,3,2,-77,8,nt,-3,1

9) COc1cccc2c1Oc1ncccc1N(C(=O)CCC(=O)NCc1ccc(F)cc1)C2
10) COc1ccc2c3c([nH]c2c1)[C@@H](CO)N(C(=O)CN(C)C)CC31CN(CC2CC2)C1
11) CCOc1ccc(S(=O)(=O)N2CCCC(C(=O)N3CCN(c4ccccc4)CC3)C2)cc1 (centres undefined)
12) NC(=O)c1sc(=S)n2c1[nH]c(=O)c1sccc12
13) CCOC(=O)c1c2c(n(C)c1C)C(=O)C(=O)c1ccc(Br)cc1-2
14) CC(=O)c1ccc(S(=O)(=O)N(C)CC(=O)NCc2ccco2)cc1
15) C[C@@H](OC(=O)N(C)Cc1ccccc1)[C@H]1O[C@]2(C)CCCC[C@H]1O2
16) CCc1ccc(-n2c(SCC(=O)Nc3ccc(C(=O)O)cc3)nnc2-c2ccncc2)cc1
Screen / compound no.,9,10,11,12,13,14,15,16
PAX8 inh HTS,4,nt,nt,7,nt,-40,-28,-20
CASP6 VEID inh,1,-44,2,-1,nt,3,-2,1
LGR2 antag,3,-2,-16,10,nt,-21,-2,-9
miR122 inh,-6,nt,nt,-5,-10,7,1,nt
PGC1a acetyl inh,15,-6,0,4,-83,-3,-4,nt
Cneo AK release,-5,nt,0,5,-4,3,0,nt
FN deposit inh,-2,19,-7,0,8,-2,-7,-1
EWS-Fli block,nt,5,nt,-3,nt,-55,-19,-11

A portion from further up, as a working copy:
15) C[C@@H](OC(=O)N(C)Cc1ccccc1)[C@H]1O[C@]2(C)CCCC[C@H]1O2
16) CCc1ccc(-n2c(SCC(=O)Nc3ccc(C(=O)O)cc3)nnc2-c2ccncc2)cc1
Screen / compound no.,15,16
PAX8 inh HTS,-28,-20
CASP6 VEID inh,-2,1
LGR2 antag,-2,-9
miR122 inh,1,nt
PGC1a acetyl inh,-4,nt
Cneo AK release,0,nt
FN deposit inh,-7,-1
EWS-Fli block,-19,-11

The list continues:
17) COc1ccc(NC(=O)N(C)C[C@H]2OCCCC[C@H](C)Oc3ccc(NS(=O)(=O)c4ccc(C)cc4)cc3C(=O)N([C@H](C)CO)C[C@@H]2C)cc1
18) COc1cc(C(=O)OCC(=O)NCCN2C(=O)CSC2=O)ccc1OCc1c(C)noc1C
19) CCOC(=O)N1CCN(S(=O)(=O)c2ccc(Br)s2)CC1
20) COC(=O)[C@@H](N)Cc1ccc(O)c(O)c1
21) Cc1cc(Cl)ccc1C(=O)C1CCCN(C(=O)/C=C/c2cnn(C)c2)C1 (centres undefined)
22) Cc1cccc(N2CCC(N3CCN(C4CCCCC4)C(CCO)C3)CC2)c1C (centres undefined)
23) Cc1noc(C)c1NC(=O)Nc1ccc2c(c1)C(=O)N([C@H](C)CO)C[C@H](C)[C@H](CN(C)S(=O)(=O)c1cccs1)O2
24) C[C@@H]1CC=C[C@@H]2[C@H]1C(=O)N(Cc1ccccc1)[C@H]2c1cccc(C#Cc2ccccc2)c1
Screen / compound no.,17,18,19,20,21,22,23,24
PAX8 inh HTS,6,-5,nt,2,1,-2,nt,-45
CASP6 VEID inh,-1,-1,nt,-2,2,-3,-1,1
LGR2 antag,-13,nt,2,7,6,-13,15,-13
miR122 inh,-5[16.7 µM],2,-3,-5,-5,nt,-1[16.7 µM],nt
PGC1a acetyl inh,7,7,-5,-19,-13,nt,-13,nt
Cneo AK release,-3,1,4,0,nt,nt,49,1
FN deposit inh,8,4,nt,-1,0,nt,nt,-1
EWS-Fli block,10,-3,nt,-2,7,22,2,-2

25) COc1ccc2c3c(n(C)c2c1)[C@@H](CO)N(C(=O)C1CC1)CC31CN(C(=O)Nc2cccc(F)c2)C1
26) Cn1nc(C(=O)N2CCN(c3ccccn3)CC2)c2ccccc2c1=O
27) CNC[C@@H]1Oc2cc(C#CCC3CCCC3)ccc2S(=O)(=O)N([C@@H](C)CO)C[C@H]1C
28) CC(C)OCCCN1CC(=O)N2[C@@H](Cc3c([nH]c4ccccc34)C2(C)C)C1=O
29) CCOC(=O)Cc1csc(NC(=O)/C=C/c2cccc(Br)c2)n1
30) COc1ccccc1C(=O)NC(=O)COC(=O)C1CC1
31) Cc1ccc(-c2cnc3c(c2)C(=O)N([C@@H](C)CO)C[C@@H](C)[C@H](CN(C)Cc2ccccc2C(=O)O)O3)cc1
32) CCCCCC(=O)N/N=C(\C)c1ccc(N2CCCCC2)cc1
Screen / compound no.,25,26,27,28,29,30,31,32
PAX8 inh HTS,5,13,nt,-10,-34,21,nt,126*
CASP6 VEID inh,1,0,-3,-3,nt,3,-4,-1
LGR2 antag,-24,6,4,-16,12,-38,18,-29
miR122 inh,nt,4,5[16.7 µM],9,-1,nt,1[16.7 µM],nt
PGC1a acetyl inh,nt,-4,-30,-7,4,nt,-11,nt
Cneo AK release,nt,nt,14,2,-3,1,0,nt
FN deposit inh,nt,1,nt,nt,-3,-6,nt,4
EWS-Fli block,4,0,21,10,5,-7,-6,-20

33) COc1cccc(C(=O)N2CCn3c2nc2ccccc23)c1
34) Cc1ccc(OC(F)F)c(NC(=O)Nc2cccc(C(F)(F)F)c2)c1
35) Cc1ccc(S(=O)(=O)N2CCCCC2C(=O)O)cc1 (centres undefined)
36) CCCCN(C=O)c1c(CC)nc2c(OCCOc3ccccc3)cccn12
37) COc1ccc(C(=O)COC(=O)CN2C(=O)NC(C)(C)C2=O)cc1OC
38) O=c1oc2ccccc2cc1NCc1ccccc1O
39) CCOc1ccc(S(=O)(=O)NCc2ccc(F)cc2)c2cccnc12
40) COC(=O)C1=C(C)N(c2ccc(Cl)c(Cl)c2)C(=O)C1
Screen / compound no.,33,34,35,36,37,38,39,40
PAX8 inh HTS,-20,nt,15,12,nt,-224,-6,53
CASP6 VEID inh,-2,4,2,-27,nt,3,nt,nt
LGR2 antag,-9,30,9,-23,nt,-6,nt,nt
miR122 inh,-5,-5,1,-1,-4,8,23,2
PGC1a acetyl inh,10,nt,?,11,2,2,-17,2
Cneo AK release,0,-5,nt,1,3,-11,0,-2
FN deposit inh,0,nt,5,-6,2,-5,-4,-5
EWS-Fli block,-18,17,-2,17,nt,-76,nt,nt

41) CCOC(=O)c1nc[nH]c1C
42) O=C(Nc1ccc2c(c1)OCO2)C1CC(c2ccccc2O)=NO1 (centres undefined)
43) COc1ccc(COC(=O)c2cc([N+](=O)[O-])ccc2N2CCOCC2)cc1F
44) CN(Cc1ccccc1)C(=O)c1cccc(NC(=O)Cc2cccc(NC(=O)C3CCN(C(=O)C4CCC4)CC3)c2)c1
45) COC(=O)c1cc(NC(=O)C2CC=CCC2C(=O)O)cc(C(=O)OC)c1 (centres undefined)
46) C[C@@H]1CN([C@@H](C)CO)C(=O)c2cc(NC(=O)Nc3cccc4ccccc34)ccc2O[C@@H](C)CCCCO[C@@H]1CN(C)Cc1ccc(C(=O)O)cc1
47) COc1ccccc1NC(=O)N[C@H]1CC[C@@H](CCn2cc(-c3cccnc3)nn2)O[C@@H]1CO
48) Cc1cnc(NC(=O)CN(C)S(=O)(=O)c2ccc(Cl)cc2)s1
Screen / compound no.,41,42,43,44,45,46,47,48
PAX8 inh HTS,nt,-3,96*,-3,1,13,-2,-4
CASP6 VEID inh,8,1,1,3,nt,2,1,nt
LGR2 antag,3,-4,-9,-13,nt,1,-13,nt
miR122 inh,-3,-1,12,-6,-6,14[16.7 µM],-4[16.7 µM],5
PGC1a acetyl inh,-3,-26,nt,4,1,4,-1,-2
Cneo AK release,1,4,0,1,3,57,1,5
FN deposit inh,nt,1,-27,4,0,nt,4,0
EWS-Fli block,3,-5,49,-3,nt,-3,1,nt

49) COc1cc2c(cc1NC(=O)c1cc(-c3cccnc3)nc3ccc(C)cc13)oc1ccccc12
50) COc1ccccc1OCCNC(=O)c1ccc(S(=O)(=O)N(C)C)cc1
51) CNS(=O)(=O)c1cccc(C(=O)OCc2cc(Cl)cc3c2OCOC3)c1
52) O=[N+]([O-])c1ccc(NN=CC2CCCCCC2)c([N+](=O)[O-])c1
53) O=S(=O)(Nc1cccc2ccccc12)c1ccccc1
54) COc1ccc([C@H]2C[C@@H](n3cc(C4CC4)nn3)[C@H](O)CN2C(=O)C2CCCCC2)cc1
55) COc1ccc(NC(=O)Nc2ccc3c(c2)C(=O)N([C@H](C)CO)C[C@@H](C)[C@H](CN(C)C(=O)NC(C)C)O3)cc1
Screen / compound no.,49,50,51,52,53,54,55
PAX8 inh HTS,nt,nt,-8,-13,26,26,-9
CASP6 VEID inh,-2,-1,nt,-2,4,-3,0
LGR2 antag,8,-3,nt,1,-3,-1,-16
miR122 inh,2,-7,12,nt,nt,6,0[16.7 µM]
PGC1a acetyl inh,36,5,nt,nt,3,0,-2
Cneo AK release,nt,0,-1,nt,nt,nt,8
FN deposit inh,nt,nt,9,-4,-3,8,-1
EWS-Fli block,1,-10,nt,3,-52,1,-11

Compound activity deposited in PubChem BioAssay by Broad Institute.
